From PubChem BioAssay
GAA glycogen mod = alters human alpha-glucosidase cleavage of glycogen. Potency, µM (top dose mostly 76.4 µM), without a hit: at the top dose activity change, negative = inhibition, actives largely listed as inhibitors. P10253. hit rate 0.38% among 300,000. recombinant GAA, glycogen substrate, Amplex Red glucose oxidase fluorescence; active means well fitted inhibition curve with a large enough effect; inconclusive means small, poorly fitted or top-dose-only effect, or another doubt; inactive means no such curve, though single readings can be large or run the other way;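 further: 0% = full enzyme reaction and -100% = no-enzyme basal signal; the screen sought inhibitors and activators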
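Natural-substrate format: glycogen cleavage by 4 nM human enzyme, glucose read by Amplex Red coupling (Ex 573, Em 610 nm). Normalized to enzyme and no-enzyme controls.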
Starred values were filed as active, the others as inactive; ? = inconclusive; [ ] = another dose, or the depositor's remark. Potency means the concentration at half of the fitted maximal effect. This is a subset; the hit share may differ from the screen's.

SMILES | GAA glycogen mod
Cc1nc(=O)c(-c2ccccc2)c(C)n1-c1cccc(/C=C/C(=O)O)c1 | -4%
CC(C)C[C@H](NC(=O)[C@@H]1Cc2ccccc2CN1)C(=O)Nc1ccc(C(C)C)cc1 | -4%[76.3 µM]
CN1C(=O)CSC1=Nc1ccc(Br)cc1 | 4%[76.3 µM]
O=C(CN(C(=O)c1csnn1)c1ccc2c(c1)OCCO2)NCc1ccccc1 | -3%
O=Cc1cccc(OC(=O)/C=C/c2ccco2)c1 | -16%[76.3 µM]
COC(=O)[C@@H](NC(=O)c1ccccc1OC1CCN(S(C)(=O)=O)CC1)C(C)C | 4%[76.3 µM]
CCc1nn(CC(=O)NCCN2CCOCC2)c(=O)c2cc3c(OC)cccc3n12 | -7%[76.3 µM]
CN1CCN2c3ncccc3Cc3ccccc3[C@@H]2C1 | 6%[76.3 µM]
N#Cc1ccc(NC(=O)Cn2cnc(S(=O)(=O)N3CCCCC3)c2)cc1 | -8%[76.3 µM]
Cc1nn(-c2ccccc2)c2c1c(C)c(CCC(=O)N1CCOCC1)c(=O)n2C | -1%[76.3 µM]
COC(=O)c1ccc(Nc2ncnc3sccc23)cc1 | -4%
CCN(CC(=O)NCc1cccs1)C(=O)CCOc1ccccc1C | -4%[76.3 µM]
CCOC(=O)c1cnc2ccc(OCC)cc2c1NCCCN1CCOCC1 | 2%[76.3 µM]
O=S(=O)(c1ccccc1C(F)(F)F)N1CCN(CC(O)COc2ccccc2F)CC1 (centres undefined) | 3%
CCOC(=O)Cn1nc(C)cc1NC(=O)c1cc(OC)c(OC)c(OC)c1 | 6%
COc1ccccc1NC(=O)Nc1ccccc1C#N | -2%[76.3 µM]
O=C(NC(=S)N1CCN(c2ccccc2)CC1)c1ccccc1 | 4%[76.3 µM]
O=C(Nc1sc2c(c1C(=O)O)CCCC2)c1ccccc1Cl | 0%[76.3 µM]
Cc1coc2c1c(C)cc1oc(=O)c(CC(=O)NCC(=O)O)c(C)c12 | -4%
COc1ccc(S(=O)(=O)Nc2ccccn2)cc1 | -3%[76.3 µM]
CCn1cc(C(=O)N[C@H](C(=O)NCCCOC)C(C)C)c(=O)c2cc3c(cc21)OCO3 | 2%
CC(=O)Nc1ccc(NC(=O)c2ccccc2N(C)S(=O)(=O)c2ccccc2)cc1 | 12%[76.3 µM]
COc1ccc(Nc2cc3n(c(=O)n2)CCc2cc(OC)c(OC)cc2-3)c(C)c1 | -4%
CC1=C(C)CC(C(=O)NCc2c(F)cccc2Cl)C(C(=O)O)C1 (centres undefined) | 1%
O=C(N/N=C/c1sc(=O)n(Cc2ccc(Br)cc2)c1Cl)c1ccco1 | 1%[76.3 µM]

Remaining list, next part
SMILES | GAA glycogen mod
CCn1nc(C)c(CNC(=O)C2CCC(=O)N(CCc3ccc(OC)cc3)C2)c1C (centres undefined) | -3%[76.3 µM]
O=C(NCc1ccccn1)c1nc(Cn2cc([N+](=O)[O-])cn2)no1 | -3%
O=C(NC(Cc1ccccc1)C(=O)O)c1cccnc1Cl (centres undefined) | 1%
O=c1[nH]c(C(Cl)(Cl)Cl)nc2ccc3ccccc3c12 | -9%
CCC[C@@H](CN[C@@H](CNC)[C@H](C)CC)NCC1CCC(C(C)(C)C)CC1 (some centres undefined) | -3%[76.3 µM]
CCN1C(=O)[C@H]2[C@@H](c3ccc(C)cc3)N3C(=O)N(c4ccc(OC)cc4)C(=O)[C@@]3(Cc3ccc(Cl)cc3)[C@H]2C1=O | -12%[76.3 µM]
Cc1cc(-c2ccc(Cl)cc2)n2nc(C)cc2n1 | -5%[76.3 µM]
CCc1ccccc1NC(=O)c1cc(C)no1 | 8%
Cc1nc(Cl)c(C(=O)NCCc2ccccc2)c(C)c1[N+](=O)[O-] | 1%
CCn1c(CNC(=O)c2ccccc2F)cc2ccccc21 | -8%[76.3 µM]
CCOC(=O)N1CCN(Cc2nc3cc(NC(C)=O)ccc3n2C)CC1 | 9%
Cc1ccc([C@@H]2[C@@H]3C(=O)N(C)C(=O)[C@@H]3[C@]3(Cc4ccccc4)C(=O)N(CCO)CC(=O)N23)o1 | 21%[76.3 µM]
Cc1ccsc1/C=N/NC(=O)c1nnn(-c2nonc2N)c1C | -1%
O=C(NNC(=O)c1ccccc1F)c1cccs1 | -11%
COc1cc(C(=O)NNC(=O)c2ccco2)cc(OC)c1OC | 16%
CC(C)OC(=O)c1ccc(NC(=S)NC(=O)c2cncc(Br)c2)cc1 | -1%
CCOC(=O)CN1C(=O)/C(=C/c2ccccc2Br)Oc2ccccc21 | 5%
Cc1cc(OCc2cc(C(=O)N(C)CCc3cnn(C)c3)no2)cc(C)c1Cl | -12%[76.3 µM]
CCN1CCN(CCCNC(=O)c2ccc(NC(=O)C3=CSCCO3)cc2)CC1 | 2%[76.3 µM]
COC(=O)c1ccc(NS(=O)(=O)c2c(C)[nH]c(C)c2C(=O)N2CCCC2)cc1 | 7%[76.3 µM]
Cc1cccc(CC(=O)N2CCOCC2)c1 | 1%[76.3 µM]
O=C(Nc1ccccc1)NN(C(=O)CCl)c1ccccc1 | -2%[76.3 µM]
CCN(CC)CCCNC(=O)c1ccccc1NC(=O)C1=CSCCO1 | -2%[76.3 µM]
CCCn1c(N)c(Sc2ccccc2[N+](=O)[O-])c(=O)n(CCC)c1=O | -9%
CC(=O)Oc1ccc(/C=C(\NC(=O)c2ccco2)C(=O)NCc2ccccc2)cc1 | 6%

Following part:
SMILES | GAA glycogen mod
CC1CCN(S(=O)(=O)c2cccc3cccnc23)CC1 | -8%
O=C(Nc1ccc(Br)cc1Br)C1CC(=O)N(Cc2ccccc2)C1 (centres undefined) | 6%[76.3 µM]
Cc1cccc(CCNc2nc3ccc(C)cc3n3cnnc23)c1 | 3%
Cc1ccc(C(=O)NC(=S)NNC(=O)c2ccccc2O)cc1 | -2%
CC(C)C(=O)Nc1ccc(-c2nc3ncccc3o2)cc1 | 0%[76.3 µM]
Cn1c2ccccc2c(=O)c2cc(C#Cc3ccsc3)ccc21 | 14%[76.3 µM]
O=C(O)c1cccc(C(=O)O)c1 | 18%[76.3 µM]
c1cncc(Nc2c3ccccc3nc3ccccc23)c1 | 4%
c1ccc(COc2cccc(CN3CCCCC3)c2)cc1 | -4%[76.3 µM]
Cc1ccc(S(=O)(=O)NCCC(=O)NC2CC2)cc1 | -10%[76.3 µM]
CCN1CCN(CCCNC(=O)c2ccc(/C=C3/Oc4ccccc4N(Cc4cccc(C)c4)C3=O)cc2)CC1 | -2%[76.3 µM]
O=C(O)c1ccc(S(=O)(=O)N2CCC(n3nnc4cc(C(F)(F)F)ccc43)CC2)cc1 | 3%
CCOC(OCC)c1ccc(/C=C\c2nccc(N)n2)cc1 | 0%
O=S(=O)(c1ccccc1)N(Cc1ccc(Cl)cc1)c1ccncc1 | -19%[76.3 µM]
Cc1ccc(OCCn2c(C)nc3ccccc32)cc1 | 10%[76.3 µM]
CN(CCCNC(=O)c1ccccc1F)CCCNC(=O)c1ccccc1F | -6%[76.3 µM]
CC(C)(C)OC(=O)N[C@@H](Cc1ccccc1)C(=O)NCC1CCC(C(=O)N[C@@H](CC(=O)O)C(=O)O)CC1 (some centres undefined) | 5%
COc1ccc(/C=C2\SC(=S)N(CCC(=O)Nc3cccc(O)c3)C2=O)cc1 | -4%[76.3 µM]
O=C(CCCC(=O)c1ccccc1)NCCc1ccccc1F | -5%
O=C(COc1ccc(Cl)cc1)NCCN1CCCC1 | -6%[76.3 µM]
COc1ccc(N2CCN(C(=O)c3c(Cl)cnn3C)CC2)cc1 | 3%[76.3 µM]
Cc1c(OC(C)C(=O)NC(Cc2c[nH]c3ccc(O)cc23)C(=O)O)ccc2c1oc(=O)c1ccccc12 (centres undefined) | ?
O=C(CS(=O)(=O)Cc1ccccc1)Nc1nnc(C(F)(F)F)s1 | -2%
CC1(c2ccccc2)NC(=O)N(CC(=O)NCc2ccc3c(c2)OCO3)C1=O (centres undefined) | -2%[76.3 µM]
CC(C)(CO)CNC(=O)c1ccc2nc(Cc3cccc(Cl)c3)oc2c1 | -8%[76.3 µM]

Continuation.
SMILES | GAA glycogen mod
CC1(C)Cc2c(sc(NC(=O)C(=O)NCCCN3CCOCC3)c2C(N)=O)CO1 | -14%[76.3 µM]
COc1ccc(NC(=O)c2ccco2)cc1NC(=O)c1ccccc1F | 3%
Cc1ccc(C(=O)N2CCCCC2)cc1S(=O)(=O)N1CCCC1 | -7%[76.3 µM]
O=C(N1CCc2[nH]c3ccccc3c2C1)C(F)(F)F | -5%
COc1cc(CCC(=O)OCc2ccccc2C#N)cc(OC)c1OC | 0%
CCCc1ccc2oc(C(=O)N3CCN(CCC(N)=O)CC3)c(C)c2c1 | 16%[76.3 µM]
COc1ccc(CCN2CC(C(=O)NCCN3CCCC3=O)CCC2=O)cc1 (centres undefined) | -9%[76.3 µM]
CCOc1cc2[nH]c(=O)n(CCCCCC(=O)NC3CCCC3)c(=O)c2cc1OCC | -8%[76.3 µM]
Cc1cccc(C(CC(=O)N2CCCCC2)c2ccccc2)c1O (centres undefined) | 2%[76.3 µM]
COc1ccc(C(=O)N(C)CC2CCN(CCc3cccc(C(F)(F)F)c3)CC2)cc1C | -8%[15.3 µM]
COc1ccc(CNS(=O)(=O)c2ccc(-c3cc(C)no3)cc2)cc1 | 6%[76.3 µM]
CC(NCc1ccc2c(c1)OCO2)c1ccccc1 (centres undefined) | 12%[76.3 µM]
CCc1cc2c(-c3ccccc3)cc(=O)oc2cc1OCC(=O)NCC1CCC(C(=O)O)CC1 (centres undefined) | -14%[76.3 µM]
COc1ccc(N2CC(C(=O)N3CCN(Cc4ccc5c(c4)OCO5)CC3)CC2=O)cc1 (centres undefined) | 6%
Cc1ccc2nc(-c3ccncc3)cc(C(=O)N3CCOCC3)c2c1 | 0%[76.3 µM]
COCCNC(=O)CN(Cc1ccco1)C(=O)CCC(=O)Nc1nccs1 | -3%
COc1ccc(S(=O)(=O)NCCOc2ccccc2)cc1F | -11%[76.3 µM]
Cc1ccc(C(=O)NNC(=O)c2ccc(S(=O)(=O)N3CCOCC3)cc2)cc1 | -2%
CCOC(=O)c1csc(NC(=O)CN2CCOCC2)n1 | 6%
O=C(CN1CCN(Cc2cccc(F)c2)CC1)NCc1ccccc1 | 2%[76.3 µM]
O=C(Nc1ccc2oc(-c3ccncc3)nc2c1)c1ccc(Br)o1 | -1%
COc1cccc(N2CCN(C(=O)c3ccc(CS(=O)c4ccc(Cl)cc4)o3)CC2)c1 (centres undefined) | -18%[76.3 µM]
CN(C)S(=O)(=O)c1cccc(C(=O)NCC2CCCCC2)c1 | -4%[76.3 µM]
COc1ccc(C(CNC(=O)c2cccc(NS(=O)(=O)c3ccccc3)c2)N(C)C)cc1 (centres undefined) | -2%[76.3 µM]
COC(=O)C1=C(C)N(CC2CC2)C(=NCc2cccc(Cl)c2)N[C@H]1c1ccccc1 | ?

At a glance, 15 of the compounds above:
SMILES | GAA glycogen mod
CC1(C)Cc2c(sc(NC(=O)C(=O)NCCCN3CCOCC3)c2C(N)=O)CO1 | -14%[76.3 µM]
COc1ccc(NC(=O)c2ccco2)cc1NC(=O)c1ccccc1F | 3%
Cc1ccc(C(=O)N2CCCCC2)cc1S(=O)(=O)N1CCCC1 | -7%[76.3 µM]
O=C(N1CCc2[nH]c3ccccc3c2C1)C(F)(F)F | -5%
COc1cc(CCC(=O)OCc2ccccc2C#N)cc(OC)c1OC | 0%
CCCc1ccc2oc(C(=O)N3CCN(CCC(N)=O)CC3)c(C)c2c1 | 16%[76.3 µM]
COc1ccc(CCN2CC(C(=O)NCCN3CCCC3=O)CCC2=O)cc1 (centres undefined) | -9%[76.3 µM]
CCOc1cc2[nH]c(=O)n(CCCCCC(=O)NC3CCCC3)c(=O)c2cc1OCC | -8%[76.3 µM]
Cc1cccc(C(CC(=O)N2CCCCC2)c2ccccc2)c1O (centres undefined) | 2%[76.3 µM]
COc1ccc(C(=O)N(C)CC2CCN(CCc3cccc(C(F)(F)F)c3)CC2)cc1C | -8%[15.3 µM]
COc1ccc(CNS(=O)(=O)c2ccc(-c3cc(C)no3)cc2)cc1 | 6%[76.3 µM]
CC(NCc1ccc2c(c1)OCO2)c1ccccc1 (centres undefined) | 12%[76.3 µM]
CCc1cc2c(-c3ccccc3)cc(=O)oc2cc1OCC(=O)NCC1CCC(C(=O)O)CC1 (centres undefined) | -14%[76.3 µM]
COc1ccc(N2CC(C(=O)N3CCN(Cc4ccc5c(c4)OCO5)CC3)CC2=O)cc1 (centres undefined) | 6%
Cc1ccc2nc(-c3ccncc3)cc(C(=O)N3CCOCC3)c2c1 | 0%[76.3 µM]

Further records follow.
SMILES | GAA glycogen mod
O=C(NCCCN1CCOCC1)c1ccc2c(c1)N(Cc1cccc(Cl)c1)C(=O)CS2 | 2%
CCCC(=O)NC(c1ccc(Cl)cc1Cl)c1ccc2cccnc2c1O (centres undefined) | -3%[76.3 µM]
CC1(C)c2[nH]c3ccccc3c2C[C@H]2C(=O)N(N)CC(=O)N21 | -4%
Cc1cc(S(=O)(=O)N2CCOCC2)ccc1OCC(=O)Nc1ccc(F)c(Cl)c1 | 0%
CCOc1ccc(/C=N/N2CCN(Cc3ccccc3)CC2)cc1 | -9%[76.3 µM]
CCOc1ccccc1NC(=O)CCn1ccnc1 | 2%
O=C(Nc1ccnn1C1CCN(Cc2cccc(O)c2)CC1)C1CCCC1 | -2%[76.3 µM]
Clc1ccccc1-c1ncc(-c2ccccc2)o1 | -5%[3.05 µM]
COc1ccc(-c2noc(=O)n2Cc2ccccc2Cl)cc1 | 3%
O=C(COc1ccc(Br)cc1)Nc1ccc2oc(=O)ccc2c1 | 0%[76.3 µM]
COc1cc(CCC(=O)NNC(=O)c2cccc(Cl)c2)cc(OC)c1OC | 9%[76.3 µM]
CC(NC(=O)CS(=O)(=O)c1ccccc1)c1ccccc1 (centres undefined) | -3%[76.3 µM]
CCOC(=O)[C@@H]1[C@H]2COc3ccccc3[C@@H]2N2C(=O)N(c3ccccc3)C(=O)[C@]12C | -4%[76.3 µM]
O=C(c1ccccc1)N1CCN(C(=O)c2cc3ccccc3oc2=O)CC1 | 5%
COc1ccccc1NC(=O)c1ccc2c(c1)N(CC(=O)NC(C)(C)C)C(=O)C(C)(C)O2 | -7%[76.3 µM]
